Source: PubChem BioAssay (The Scripps Research Institute Molecular Screening Center)
OX1R antag-1 = antagonists of human orexin 1 receptor (OX1R) | O43613 | OX1R-expressing cells, FRET antagonist read-out | inhibition, % at 6.6 µM | 330,000 compounds, 1.8% hits | AID 485270; in the data active = inhibition mostly above about 38%, no sharp cut-off; inactive = mostly below about 40%;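 also: 0% = agonist challenge alone and 100% = reference antagonist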
Target sequence (O43613 whole entry, looked up): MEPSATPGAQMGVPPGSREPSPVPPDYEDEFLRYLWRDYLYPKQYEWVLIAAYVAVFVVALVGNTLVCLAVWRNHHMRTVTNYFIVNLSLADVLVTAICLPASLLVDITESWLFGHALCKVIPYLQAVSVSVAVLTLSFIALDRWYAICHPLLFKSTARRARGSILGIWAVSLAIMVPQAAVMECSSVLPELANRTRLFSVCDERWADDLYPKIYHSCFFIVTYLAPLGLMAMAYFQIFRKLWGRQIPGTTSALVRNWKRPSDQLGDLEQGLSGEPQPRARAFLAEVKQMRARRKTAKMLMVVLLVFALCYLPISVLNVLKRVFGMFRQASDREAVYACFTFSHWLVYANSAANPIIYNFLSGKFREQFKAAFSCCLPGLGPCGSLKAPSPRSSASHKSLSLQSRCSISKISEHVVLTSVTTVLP
OX1R antag-2 = human HCRTR1 antagonism. O43613. CHO/OX1R cells, Fluo-8 calcium fluorescence, orexin A. inhibition, % at 5 µM. 330,000 compounds, 0.43% hits. AID 434989;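 active = inhibition above its plate's threshold, mean inhibition of all tested compounds on the plate plus 3 SD, cut at about 37% in these data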;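 also: 0% = orexin A challenge wells and 100% = SB-334867-A antagonist wells; not every result past the cut was called active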
Active calls of the source: *.

OX1R antag-1,OX1R antag-2,SMILES
10,-2,CCOC(=O)c1cc(-c2ccccc2)sc1NC(=O)C(C)OC(=O)c1cccc(S(=O)(=O)N(C)C)c1 (configuration not stated)
28,-17,Cc1ccc(C)c(S(=O)(=O)NCCOc2nc(NC(C)C)nc(NC(C)C)n2)c1
19,-8,O=C(Nc1ccccc1C(F)(F)F)c1cc(S(=O)(=O)N2CCOCC2)ccc1F
11,-19,Cc1cc(=O)n(C(NC(=O)c2ccccc2)C(=O)c2ccccc2)cn1 (configuration not stated)
9,-18,CC(=O)Nc1ccccc1NC(=O)C/C(C)=N/NC(=O)c1ccccn1
7,-2,COc1ccc(N2CC(C(=O)O)CC2=O)cc1 (configuration not stated)
16,-8,O=c1[nH]c(-c2ccc3c(c2)OCO3)nc2c1sc(=S)n2-c1ccccc1
-4,6,Cc1cc(-n2cnc(-c3cn[nH]c3C)n2)no1
16,5,CCN(CC)c1ccc2cc(C(=O)O)c(=O)oc2c1
29,-9,C=CCN1C(=O)c2ccc(C(=O)NCCc3ccc(OC)c(OC)c3)cc2C1=O
11,-13,CCOc1ccc(NC(=O)COc2ccc3c(c2)OCO3)cc1
2,-14,CC1CCN(c2cc(=O)n(C3CCCCC3)c(=O)[nH]2)CC1
14,-27,CCOc1ccccc1N1CCN(Cc2cnc(-c3ccccc3)[nH]2)CC1
7,-29,Cc1ccc(C(=O)N/C(=C\c2ccc(Cl)cc2)C(=O)NCCCN2CCOCC2)cc1
14,-23,Cc1cc(-c2ccc(C(C)C)c(S(=O)(=O)N3CCN(c4ccccc4)CC3)c2)on1
23,-34,CSC1CCCCC1(O)CSc1nc2c(cc1C#N)CCCC2 (configuration not stated)
12,-8,Cc1ccc(S(=O)(=O)/N=C(/NC(=S)Nc2cccc(C)c2)c2ccccc2)cc1
19,-5,O=C(Cn1nc(Cl)nc1Cl)c1ccc([N+](=O)[O-])cc1
8,-9,CCCOC(=O)CC1C(=O)NCCN1Cc1ccccc1C (configuration not stated)
3,-13,Cc1c(Cl)cccc1NC(=S)N1CCN(c2ccccn2)CC1
10,-33,O=C(NC1CCCCC1)c1c2c(nc3ccccc13)CCC2
4,-12,N/C(Cc1ccc(Cl)c(Cl)c1)=N\OC(=O)c1cccs1
30,-4,CCCCC(CCC(=O)O)(C(=O)OCC)c1csc(Nc2ccccc2)n1 (configuration not stated)
11,-16,Cc1csc(SC(C)C(=O)Nc2ccc(F)cc2Cl)n1 (configuration not stated)
7,-8,O=C(NNC(=O)C1C2CCC(C2)C1C(=O)O)c1ccc(Cl)cc1 (configuration not stated)
24,-16,CCN(CC(O)COCc1ccc(Cl)cc1)C1CCCCC1 (configuration not stated)
22,-14,Cc1ccc(C2CCN(C(=S)Nc3cccc(Cl)c3)C2)cc1 (configuration not stated)
25,13,COc1ccc(OCCOc2ccc(C)nc2[N+](=O)[O-])cc1
16,-12,CCCN(CCC)S(=O)(=O)c1ccc(C(=O)Nc2ccc(OCC(=O)N3CCOCC3)cc2)cc1
12,-25,O=C(O)C1CCCCC1C(=O)Nc1ccc2c(c1)CCC2 (configuration not stated)

One compound at a time (already shown). Screens in order: OX1R antag-1, OX1R antag-2
CCN(CC(O)COCc1ccc(Cl)cc1)C1CCCCC1 (configuration not stated) is entered as 24, -16
O=c1[nH]c(-c2ccc3c(c2)OCO3)nc2c1sc(=S)n2-c1ccccc1 is entered as 16, -8
Cc1cc(-c2ccc(C(C)C)c(S(=O)(=O)N3CCN(c4ccccc4)CC3)c2)on1 is entered as 14, -23

Additional entries.
OX1R antag-1,OX1R antag-2,SMILES
13,1,CCOc1ccc(C(C)=O)cc1Cc1c(O)nc(N)[nH]c1=O
3,-16,O=C(NNc1nc2cc3c(cc2s1)OCO3)c1ccccc1
19,-6,Cc1ccc(-c2cc3c(N=O)c4ccccc4c-3n[nH]2)cc1
27,8,Cc1[nH]n(C(N)=S)c(=O)c1N=Nc1cccc([N+](=O)[O-])c1C
34,14,Cc1nn(-c2ccccc2)c(C)c1NC(=O)COc1ccc2ccccc2c1
1,-10,Cc1ccc(C)c(NC(=O)CN2C(=O)NC(C)(c3ccc4c(c3)OCCO4)C2=O)c1 (configuration not stated)
41*,5,Cc1nn(-c2ccccc2)c2sc(-c3n[nH]c(=S)o3)cc12
12,-3,Cc1cc(/C=N/NC(=O)C(O)(c2ccccc2)c2ccccc2)c(C)n1-c1ccccc1
2,-7,Cc1cc(C)n(-c2nnc(C)n2NS(C)(=O)=O)n1
9,-13,COc1ccc(CNC(=O)CN(C(=O)CCC(=O)Nc2ccccn2)c2cccc(C)c2C)cc1
21,-8,O=C(NCCCNC(=O)c1ccco1)c1ccc(F)cc1
10,-14,Cc1c(Cl)cccc1N/C(=N/S(=O)(=O)c1cccs1)c1ccccc1
28,-25,COc1ccc(/C(N)=N/OC(=O)c2ccco2)cc1OC
14,-36,CCn1cnc2c1c(=O)n(Cc1cccc([N+](=O)[O-])c1)c(=O)n2Cc1ccccc1
5,-3,CCOC(=O)C1=C(COC(=O)Cc2ccc(OC)c(OC)c2)NC(=O)NC1C (configuration not stated)
40,-4,CC1(C)OC(=O)C(=NNc2ccccc2C(=O)O)C(=O)O1
-6,-19,COC(=O)CNC(=O)C1CCN(S(=O)(=O)c2cnc[nH]2)CC1
8,-2,COC(=O)NNC(=O)C(c1ccccc1)c1ccccc1
18,-17,CCOc1cc(C#N)c(NC(=O)Cn2nnc3ccccc32)cc1OCC
0,-17,Cc1c(C)c(C)c(S(=O)(=O)NCCC(=O)N2CCN(Cc3ccc(C#N)cc3)CC2)c(C)c1C
4,-15,CCCC(=O)Nc1ccc(C(=O)COC(=O)c2cc(C)oc2C)cc1
8,-11,CNC(=O)c1ccccc1NC(=O)C1CC(=O)N(C(C)C)C1 (configuration not stated)
15,-28,CSc1ccc(NC(=O)CC(C)=O)cc1
2,-29,Cc1cc(NC(=O)CSc2c3c(nc4ccccc24)CCC3)no1
31,-29,Cc1ncoc1C(=O)N1CCCC(N2CCN(c3cccc(C(F)(F)F)c3)CC2)C1 (configuration not stated)
12,-4,COc1ccc(N=C2SC(C(N)=O)CC(=O)N2Cc2ccc3c(c2)OCO3)cc1 (configuration not stated)
17,-4,CN(C)C(=O)c1cc([N+](=O)[O-])ccc1O
6,-8,Cc1cc(C)n2c(SCC(=O)N(CC(C)C)c3c(N)n(CC(C)C)c(=O)[nH]c3=O)nnc2n1
-2,-19,Cc1cc(Nc2ncc(Cl)cc2Cl)n(-c2ccccc2)n1
4,-23,CCCn1c(=O)c(C(=O)NC(C)c2ccccc2)c(O)c2ccccc21 (configuration not stated)

Looked up above:
Under OX1R antag-2, COC(=O)NNC(=O)C(c1ccccc1)c1ccccc1 shows -2
Under OX1R antag-2, CSc1ccc(NC(=O)CC(C)=O)cc1 shows -28
Under OX1R antag-1, CNC(=O)c1ccccc1NC(=O)C1CC(=O)N(C(C)C)C1 (configuration not stated) shows 8
Under OX1R antag-1, Cc1c(C)c(C)c(S(=O)(=O)NCCC(=O)N2CCN(Cc3ccc(C#N)cc3)CC2)c(C)c1C shows 0
Under OX1R antag-1, CCCn1c(=O)c(C(=O)NC(C)c2ccccc2)c(O)c2ccccc21 (configuration not stated) shows 4

Following part:
OX1R antag-1,OX1R antag-2,SMILES
7,-31,CN1CCN(CCNC(=O)c2ccc3nc(-c4ccc(F)cc4)c(-c4ccc(F)cc4)nc3c2)CC1
2,1,CC(=O)NCCOC(=O)Nc1ccncc1
35,-21,O=C(c1ccccc1CCc1ccccc1)N1CCN(c2ccccn2)CC1
-2,-14,Nc1ncnc2c1ncn2[C@@H]1O[C@H](COS(=O)(=O)O)[C@@H](O)[C@H]1O
15,-29,CCC(=O)Nc1ccc(C(=O)N/N=C/c2c(C)[nH]c3ccccc23)cc1
20,-27,CC(NC(=O)CN(C1CCCCC1)S(C)(=O)=O)c1ccccc1 (configuration not stated)
6,-40,CN(C)S(=O)(=O)n1cc(/C=C(\NC(=O)c2ccccc2F)C(=O)NCCCN2CCOCC2)c2ccccc21
34,-5,CCc1ccc2oc(-c3cccc(N)c3)nc2c1
14,-7,CC1(C(=O)N/N=C/c2c(F)c(F)c(F)c(F)c2F)CC1(Cl)Cl (configuration not stated)
12,-32,CCc1ccc(CNC(=O)CCc2nc(-c3cccs3)no2)cc1
15,-11,CS(=O)(=O)c1ccccc1C(=O)Nc1ccc(-c2nc3ccccc3[nH]2)cc1
4,-15,CC(C)n1cnc2cc(NCc3ccco3)ccc21
31,-24,S=C(Cc1ccccc1)NCCc1ccccc1
38,-30,CC(=O)c1cc2c(cc1NC(=O)c1cc3nc(C(C)C)cc(C(F)(F)F)n3n1)OCO2
8,-44,Cn1cccc1-c1cc(C(=O)N2CCc3c([nH]c4ccccc34)C2c2ccccn2)[nH]n1 (configuration not stated)
15,-1,O=C(c1cc(COc2ccc(-n3cncn3)cc2)on1)N1CCCC1
27,-16,O=c1[nH]nc(-c2ccc(NCCCO)c([N+](=O)[O-])c2)c2ccccc12
14,-31,O=C(Nc1cccc(-c2nc3cc(Cl)ccc3o2)c1)C1CCCO1 (configuration not stated)
44,-10,CCOc1cc(/C=C/c2ccc3cccc([N+](=O)[O-])c3n2)cc(Cl)c1O
1,-27,COc1ccc(-c2cc(C(=O)Nc3ccc(OC)c(OC)c3)no2)cc1
7,-6,COc1ccc(CC(=O)Nc2ccc(S(=O)(=O)Nc3nccc(C)n3)cc2)cc1
70*,55*,CCN1/C(=C\c2ccc3ccccc3[n+]2CC)Sc2cc(C)ccc21
11,-13,COc1ccc(C2CC(=O)c3ccccc3O2)cc1 (configuration not stated)
9,-7,CC(C)(C)c1ccc(-c2n[nH]c(=S)n2Cc2ccccc2)cc1
14,-11,COC(=O)CN(c1ccc(OC)cc1OC)S(=O)(=O)c1ccccc1[N+](=O)[O-]
13,-11,Cc1cc(C)cc(N(CC(=O)Nc2ccc(C)cc2Cl)S(=O)(=O)c2c(C)[nH]c(=O)[nH]c2=O)c1
6,-19,COC(=O)C1=C(COc2ccc(C=O)cc2OC)NC(=O)NC1c1cc(C)ccc1C (configuration not stated)
6,-18,COc1ccccc1CCC(=O)Nc1nc2ccccc2[nH]1
19,10,COc1ccc(CN2C(=NC(=O)C3CCCO3)SC3CS(=O)(=O)CC32)cc1 (configuration not stated)
3,-21,CCCc1[nH]c(=O)c(C#N)c2c1COC(C)(C)C2

Gathered by group, the entries above with two or more sulfur atoms
OX1R antag-1,OX1R antag-2,SMILES
10,-2,CCOC(=O)c1cc(-c2ccccc2)sc1NC(=O)C(C)OC(=O)c1cccc(S(=O)(=O)N(C)C)c1 (configuration not stated)
16,-8,O=c1[nH]c(-c2ccc3c(c2)OCO3)nc2c1sc(=S)n2-c1ccccc1
23,-34,CSC1CCCCC1(O)CSc1nc2c(cc1C#N)CCCC2 (configuration not stated)
12,-8,Cc1ccc(S(=O)(=O)/N=C(/NC(=S)Nc2cccc(C)c2)c2ccccc2)cc1
11,-16,Cc1csc(SC(C)C(=O)Nc2ccc(F)cc2Cl)n1 (configuration not stated)
41*,5,Cc1nn(-c2ccccc2)c2sc(-c3n[nH]c(=S)o3)cc12
10,-14,Cc1c(Cl)cccc1N/C(=N/S(=O)(=O)c1cccs1)c1ccccc1
19,10,COc1ccc(CN2C(=NC(=O)C3CCCO3)SC3CS(=O)(=O)CC32)cc1 (configuration not stated)

Remaining list, next part.
OX1R antag-1,OX1R antag-2,SMILES
20,-13,COc1cc(NC(=O)Cn2cnc(S(=O)(=O)N3CCc4ccccc43)c2)cc(OC)c1OC
7,-3,CN=C1SC(CC(=O)Nc2ccccc2F)C(=O)N1C (configuration not stated)
11,-46,COc1ccc2cc(CCNC(=O)c3ccc4c(c3)OCO4)c(=O)[nH]c2c1
8,-23,Cc1ccc(-n2nnnc2SCC(=O)N2c3ccccc3NC(=O)C2(C)C)cc1
15,-12,COc1cc(CNc2ccc(NC(C)=O)cc2)ccc1OCc1ccccc1C
19,-15,COc1ccc(CNS(=O)(=O)c2ccc(-n3cccn3)cc2)cc1
16,2,CC/C(=C(\c1ccc(O)cc1)c1ccc(OCCN(C)C)cc1)c1ccccc1
12,-12,CCCC/C(C)=N/NC(=O)c1cn(-c2ccccc2)nc1-c1ccccc1
25,-10,CC1CCN(c2nc3ccc(C(=O)NCCCN4CCCCC4)cc3s2)CC1
9,-4,Cc1cc(NS(=O)(=O)c2ccc(NC(=O)CSc3nc4ncccc4[nH]3)cc2)nc(C)n1
27,-11,O=C(COC(=O)Cc1ccc(Br)cc1)NC12CC3CC(CC(C3)C1)C2
15,-11,COc1ccc(OCCC(=O)OCC(=O)Nc2cccc(Br)c2)cc1
17,-13,CS(=O)(=O)NCCCCCCNS(C)(=O)=O
39,-15,CCNc1ccc(Br)cc(C(=O)/C=C/c2ccc3c(c2)OCO3)c1=O
19,6,O=C(O)c1occc1CSc1ccccc1

Next section; it opens with the 2 that closed the last part.
OX1R antag-1,OX1R antag-2,SMILES
39,-15,CCNc1ccc(Br)cc(C(=O)/C=C/c2ccc3c(c2)OCO3)c1=O
19,6,O=C(O)c1occc1CSc1ccccc1
9,-7,Cn1c(=O)c2c(nc(SCc3ccc(F)cc3)n2C)n(C)c1=O
12,0,CCCC(=O)OCC(=O)Nc1ccccc1C#N
25,4,Cc1ccc(N2C(=O)C3C(C2=O)N2CCCN2C3c2ccccc2)cc1C (configuration not stated)
30,-16,CN(CC(=O)N1CC=C(c2ccccc2)CC1)S(=O)(=O)c1cnc[nH]1
7,-13,Cc1cccc(-n2nc(CC#N)c(C#N)c2N)c1
19,1,Nc1nonc1-n1nnc(C(=O)N/N=C/c2ccc(Br)cc2)c1CSC1=NCCS1
2,-13,CCOC(=O)c1c(N)sc(C(N)=O)c1C
7,9,O=C(/C=C/c1cc(Br)ccc1O)c1ccco1
10,-7,COc1ccc(-c2nc(NC(=O)Cn3ccc(C(F)(F)F)n3)sc2C)cc1
13,-20,COc1ccc(C(=O)Nc2cc(C)c3c(=O)oc4ccccc4c3n2)cc1
9,12,Cc1cccc(C)c1-n1nnnc1-c1cnccc1C(F)(F)F
1,9,Cc1cccc(OCCC(=O)NNC(=O)Cn2nc(C)cc2C)c1
